Screens (PubChem BioAssay)
AID2073: inhibitors of Mint1-CaV2.2 protein interaction, biochemical, HTRF (AID 2073) | Voltage-dependent N-type calcium channel subunit alpha-1B (Homo sapiens) | HTRF protein-protein interaction, Mint1-CaV2.2; higher % means a stronger effect | inhibition, % at 20 µM, or IC50 in µM where a hit was titrated | actives 0.19% (n = 290,000); in the data active = inhibition mostly above about 51%, no sharp cut-off; note: some results filed as inactive read as strong as hits
KOR beta-arrestin-1: KOR agonists, beta-arrestin recruitment, primary screen, cell-based, luminescence, uHTS (AID 1777). Kappa-type opioid receptor (Homo sapiens). KOR beta-arrestin recruitment, luminescence; higher % means a stronger effect. activation, % at 10 µM, or EC50 in µM where a hit was titrated. actives 0.02% (n = 280,000); in the data active = activation above about 50%, passing the limit was not always enough; note: a part of the inactive calls stands beside numbers as strong as those of hits
KOR beta-arrestin-2: KOR antagonists, beta-arrestin recruitment, cell-based, luminescence, uHTS (AID 1778). KOR beta-arrestin recruitment, luminescence, antagonist mode; higher % means a stronger effect. Kappa-type opioid receptor (Homo sapiens). inhibition, % at 10 µM, or IC50 in µM where a hit was titrated. actives 0.091% (n = 290,000); note: strong numbers were not always called active
HEK293 NOD2/NF-kB: NOD2 signaling inhibitors, cell-based, luminescence, uHTS, HEK293 (AID 1566); HEK293 NOD2/NF-kB luciferase reporter, luminescence; higher % means a stronger effect; inhibition, % at 4 µM; hits with a dose series show EC50 in µM; actives 0.63% (n = 290,000); note: many of its hits are not listed in these tables
NS5 inhibitors: Dengue-2 NS5 methyltransferase inhibitors, primary screen, biochemical, confirmation dose response (AID 588689) | actives 0.3% (n = 340,000) | inhibition, % at 25 µM; hits with a dose series show IC50 in µM | Dengue-2 NS5 methyltransferase capping enzyme assay, biochemical; higher % means a stronger effect; in the data active = a potency from the dose series
NOD1 NF-kB reporter: NOD1 signaling inhibitors, primary screen, cell-based, luminescence, uHTS (AID 1578) | NOD1-driven NF-kB luciferase reporter cells, luminescence; higher % means a stronger effect | one-dose inhibition, % at 4 µM; EC50 in µM for titrated hits | actives 1% (n = 290,000); in the data active = inhibition mostly above about 36%, no sharp cut-off; inactive = mostly below about 34%;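 note: HEK-293T reporter cells stimulated with the NOD1 agonist gamma-tri-DAP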
HIV peptide binding: inhibitors of HIV fusion peptide binding, primary screen, biochemical, uHTS, fluorescence dequenching (AID 1986) | cell-free peptide binding, fluorescence dequenching, 30 min; higher % means a stronger effect | inhibition, % at 20 µM; hits with a dose series show IC50 in µM | actives 0.3% (n = 290,000); in the data active = inhibition mostly above about 52%, no sharp cut-off; inactive = mostly below about 76%; note: some results filed as inactive read as strong as hits
Yfh1-off respiration: enhancers of respiration in Yfh1-depleted yeast, dose response, Friedreich's ataxia, plus single-dose screen (AID 1465); S. cerevisiae Yfh1-off respiration, WST-1 reduction, 72 h; higher fold induction means a stronger effect; fold induction at 50 µM; hits with a dose series show EC50 in µM; actives 0.074% (n = 220,000);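 active = fold induction of absorbance versus untreated yeast above a set limit, then at least 30% activation at any dose in follow-up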;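 note: activators that raise dye reduction in frataxin-depleted yeast; strong numbers were not always called active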
West Nile virus CPE: West Nile virus antiviral activity, cell-based, CPE readout (AID 1621). West Nile virus-infected cells, CPE inhibition; higher % means a stronger effect. CPE inhibition, % at 10 µM, or IC50 in µM where a hit was titrated. actives 0.02% (n = 290,000); in the data active = a potency from the dose series; note: strong numbers were not always called active
* hit, by the source's call; i = inactive; x = no result given; [ ] = another dose, or the depositor's remark. Cut-off read from the data, not from the text of the source, unless noted: active = inhibition above about 50%; inactive = the rest. Not all compounds are listed, so the mix of outcomes need not match the whole.

Every second line gives: AID2073 | KOR beta-arrestin-1 | KOR beta-arrestin-2 | HEK293 NOD2/NF-kB | NS5 inhibitors | NOD1 NF-kB reporter | HIV peptide binding | Yfh1-off respiration | West Nile virus CPE
> O=C(CSCc1cnn(-c2ccccc2)c1-n1cccc1)NCCN1CCOCC1
  -1% | 28% | -18% | 18% | -7% | -3% | 1.3% | i | -0.1%
> O=C(Nc1cccc(S(=O)(=O)NC2=NCCCCC2)c1)c1cc(-c2ccco2)nc2ccccc12
  40% | 8.0% | 9% | 16% | 9% | -8% | 32% | i | 0.5%
> COc1ccc(OC)c(S(=O)(=O)N2CCCC(C(=O)NCc3ccco3)C2)c1 (configuration not stated)
  0% | 0.0% | -23% | 4% | 9% | -14% | 3.1% | x | -0.7%
> Cc1ccc(/C=N\NC(=O)Cn2nnc3ccccc32)o1
  7% | 3.6% | -62% | 11% | 4% | 3% | 2.2% | i | 0.4%
> C/C(=N\NC(=O)c1ccccc1)C1C2C=CC(C2)C1(C)C (configuration not stated)
  15% | 9.0% | 8% | 17% | 5% | -7% | -1.1% | x | -0.8%
> COC(=O)c1ccc(C2NCCc3cc(OC)c(OC)cc32)cc1 (configuration not stated)
  11% | -2.7% | 13% | 3% | -1% | 4% | 1.1% | x | -0.4%
> O=C(NC1CCCC1)C(c1ccc(N2CCOCC2)cc1)N(Cc1ccco1)C(=O)c1ccco1 (configuration not stated)
  -7% | -3.4% | -7% | 16% | -9% | -1% | -2.8% | i | -0.3%
> C/C(=N\O)C(C)(C)Nc1ccc(Br)cc1
  7% | 0.6% | 44% | -8% | -4% | -7% | -1.4% | i | -0.1%
> Cc1cccc(C)c1N1CCc2cn[nH]c21
  -6% | 2.0% | -13% | 10% | -3% | 7% | -1.7% | i | 0.1%
> COc1ccc(CNC(=O)COC(=O)CCC2CCCCC2)cc1
  2% | -5.0% | -20% | 24% | -3% | 12% | 1.4% | i | -0.4%
> O/N=C(/CCc1ccccc1)c1ccc2c(c1)OCCO2
  2% | -1.3% | -27%[20 µM] | -65% | 5% | -45% | 0.5% | i | 0.4%
> Cc1nc2cc(O)ccc2n1C
  -1% | 1.5% | 2% | 1% | -5% | -9% | 3.4% | i | 0.1%
> CCCN1C2CCCC1CC(NC(=O)Nc1cccc(C(C)=O)c1)C2 (configuration not stated)
  -10% | 3.5% | 20% | -8% | -5% | -22% | -1.1% | i | -0.2%
> COC(=O)c1ccc(NC(=O)Nc2ccc(C)cc2)cc1
  7% | -1.8% | 25% | -26% | -2% | -41% | -1.3% | i | 0.0%
> CCOC(=O)Cn1c(C)[n+](CC(=O)c2ccccc2)c2ccccc21
  2% | 2.7% | 28% | 5% | -15% | -11% | 0.8% | i | 0.0%
> COc1ccc(/C=N/NC(=O)c2c(Br)cnn2C)c2ccccc12
  5% | -2.1% | 6% | 22% | -4% | 35% | -2.0% | x | -0.5%
> NC(=O)c1ccccc1NC(=O)CSc1nc2c(c(=O)[nH]1)CCCC2
  4% | -3.9% | -19% | 10% | 2% | -15% | -1.1% | x | -0.4%
> COc1ccc(S(=O)(=O)N2N=C(c3cccc(NS(C)(=O)=O)c3)CC2c2ccco2)cc1 (configuration not stated)
  7% | 3.0% | 9% | 18% | -8% | -13% | -0.5% | x | -0.2%
> Cc1ccc(CCNC(=O)C(C)n2nc(C)c3c(C)n(-c4ccccc4)nc3c2=O)cc1 (configuration not stated)
  21% | -3.2% | -24% | 3% | -4% | 2% | -0.3% | x | 0.2%
> COc1ccc(-c2cc(=O)oc3cc(OCC(=O)N4C[C@H]5C[C@@H](C4)c4cccc(=O)n4C5)ccc23)cc1
  16% | 0.2% | 2%[20 µM] | 3% | -2% | -31% | -0.2% | x | -0.4%

The list goes on, starting with the last 4 of the part before.
Every second line gives: AID2073 | KOR beta-arrestin-1 | KOR beta-arrestin-2 | HEK293 NOD2/NF-kB | NS5 inhibitors | NOD1 NF-kB reporter | HIV peptide binding | Yfh1-off respiration | West Nile virus CPE
> NC(=O)c1ccccc1NC(=O)CSc1nc2c(c(=O)[nH]1)CCCC2
  4% | -3.9% | -19% | 10% | 2% | -15% | -1.1% | x | -0.4%
> COc1ccc(S(=O)(=O)N2N=C(c3cccc(NS(C)(=O)=O)c3)CC2c2ccco2)cc1 (configuration not stated)
  7% | 3.0% | 9% | 18% | -8% | -13% | -0.5% | x | -0.2%
> Cc1ccc(CCNC(=O)C(C)n2nc(C)c3c(C)n(-c4ccccc4)nc3c2=O)cc1 (configuration not stated)
  21% | -3.2% | -24% | 3% | -4% | 2% | -0.3% | x | 0.2%
> COc1ccc(-c2cc(=O)oc3cc(OCC(=O)N4C[C@H]5C[C@@H](C4)c4cccc(=O)n4C5)ccc23)cc1
  16% | 0.2% | 2%[20 µM] | 3% | -2% | -31% | -0.2% | x | -0.4%
> CCC(=O)Nc1cccc(SC)c1
  1% | 2.5% | 11% | -13% | -6% | -30% | 2.2% | i | 0.0%
> CCc1nc(SCC(=O)NNC(=O)C(C)C)c2ccccc2n1
  8% | -0.7% | 7% | -20% | -7% | -23% | 0.2% | i | -0.7%
> CC(=O)c1cn(C(=O)c2ccc(Cl)cc2)c2ccccc12
  6% | -2.8% | -21% | -10% | -3% | -8% | -1.6% | x | -0.3%
> CCOC(=O)c1ccccc1N=N/C(C(C)=O)=C(/C)O
  2% | 0.8% | 18% | 7% | -7% | -17% | -0.6% | i | 0.0%
> CC(=O)NC(CCS(C)(=O)=O)C(=O)Nc1ccc2c(c1)OCO2 (configuration not stated)
  1% | -2.5% | -6% | -2% | -4% | -18% | 0.6% | i | 0.4%
> COc1ccc2c(c1)C1(Nc3ccccc3-c3nc4ccccc4n31)C(=O)N2 (configuration not stated)
  -2% | x | x | -4% | -3% | -16% | -0.2% | i | -0.2%
> COc1ccc(OCCn2cc(/C=N/NC(=O)c3ccncc3)c3ccccc32)cc1
  12% | -0.5% | -28% | -2% | -6% | 19% | -0.6% | i | 0.3%
> CC1CCN(C(=O)CCc2nnc3ccc(NCc4ccco4)nn23)CC1
  0% | -3.7% | -19% | 6% | -4% | -23% | -0.2% | x | 1.9%
> CCc1ccc2oc(-c3ccc(N)cc3)nc2c1
  18% | -0.7% | 21% | -184% | -3% | x | 0.3% | i | 0.5%
> O=C(Nc1cccc(C(F)(F)F)c1)C1CCCO1 (configuration not stated)
  -8% | -6.7% | 8%[20 µM] | 2% | 3% | -22% | -0.7% | i | -0.1%
> COC(=O)C(Cc1ccccc1)NC(=O)C12CC3CC(CC(C3)C1)C2 (configuration not stated)
  4% | 1.2% | 2% | 3% | -4% | -18% | 2.5% | i | -0.1%
> Cc1nc2c3ccccc3nc(NNC(=O)CCC(=O)NC3CCCC3)n2n1
  -7% | 0.1% | -3% | -3% | -10% | -22% | 1.2% | i | -0.5%
> O=C1CCCc2c1[nH]c1ccc(Br)cc21
  2% | 3.3% | -18% | 16% | -9% | 20% | 10% | i | -0.4%
> CCc1ccc(OC)c(-c2csc(N)n2)c1
  2% | -2.4% | -20% | 14% | -3% | -24% | 2.2% | i | -0.3%
> O=C(Nc1ccc(SC(F)F)cc1)c1ccc2nccnc2c1
  0% | 1.4% | -11% | -38% | -1% | -29% | 3.5% | i | 1.5%
> O=C(NCCc1ccccc1)C1CCCN1S(=O)(=O)c1cccc2nsnc12 (configuration not stated)
  4% | -0.6% | 0% | 11% | -8% | 10% | 1.1% | x | 0.5%
> Cc1cc(NC(=O)c2ccc(F)cc2F)n(-c2nc3ccccc3[nH]2)n1
  8% | -3.0% | 9% | 1% | 2% | -15% | 0.1% | i | 0.2%
> Cc1nc(-c2ccccc2)sc1C(=O)CSc1ccc(Br)cc1
  -3% | -0.5% | 36% | -4% | -8% | -14% | 0.4% | i | 0.0%
> COC(=O)c1cccc(S(=O)(=O)N2CCN(c3nc4ccccc4s3)CC2)c1
  9% | 41% | 28% | 2% | 1% | -18% | -3.2% | i | 0.7%
> Cn1cnnc1SCc1ccc(F)c2ccccc12
  3% | 2.8% | 8% | 7% | -1% | -10% | 0.8% | i | -0.4%
> O=C(c1cnc2ccc3ccccc3c2c1)c1cc(F)ccc1O
  16% | 3.0% | 33% | -24% | 1% | -2% | -3.7% | i | 0.4%
> CC(NC(=O)Cn1cccc1C(=O)c1ccccc1)c1ccc2c(c1)OCCO2 (configuration not stated)
  -10% | 7.3% | -32% | 2% | -8% | -20% | -0.5% | i | -0.8%
> Fc1cccc2ncnc(OCc3ccccc3)c12
  3% | 3.8% | -18% | 4% | -4% | -9% | -0.4% | i | -0.5%
> COc1ccccc1CN1CCNC(=O)C1CC(=O)NCCCn1cccn1 (configuration not stated)
  3% | -3.6% | -5% | -1% | 12% | 7% | -0.8% | i | -0.3%
> COc1cccc(CNC(=O)CCC2CCCN(C(=O)c3cc(C4CC4)[nH]n3)C2)c1 (configuration not stated)
  5% | -4.6% | 1% | -47% | 1% | 6% | -1.4% | i | 0.3%
> CCC1CN(S(=O)(=O)c2ccc3c(c2)NC(=O)CC(=O)N3)c2cc(Cl)ccc2O1 (configuration not stated)
  14% | -1.3% | -3%[20 µM] | 0% | -8% | -26% | -1.5% | x | -0.1%
> CCOc1ccccc1NC(=O)CSc1nc(N)c(C#N)cc1C#N
  26% | 0.8% | 0% | 13% | -7% | 7% | 4.5% | i | -0.1%
> CC(C)C(=O)Nc1ccc(N2CCN(C(=O)c3cccs3)CC2)cc1
  4% | -4.4% | 18% | 9% | -5% | -16% | -2.1% | i | -0.1%
> COc1ccc(C2CC(c3c(O)cc(C)oc3=O)=NCCS2)c(OC)c1 (configuration not stated)
  -4% | 1.3% | -118% | -117% | -26% | -112% | 1.9% | i | 0.4%
> O=C(CCl)c1ccc2[nH]c(=O)oc2c1
  -1% | 0.4% | 1% | -1% | -5% | -15% | -1.0% | i | 0.1%
> COc1ccc(-n2ccn(CC(=O)Nc3ccc(OC)cc3OC)c(=O)c2=O)cc1
  -3% | -7.0% | 1% | 6% | -5% | -23% | -0.1% | x | 0.8%
> O=C(c1ccc(F)cc1)n1c(NCc2ccccc2)n[nH]c1=S
  26% | -7.9% | -32%[20 µM] | -29% | -4% | -17% | -0.4% | i | 0.1%
> COc1ccc(-c2n[nH]c(=S)n2-c2ccc(C)cc2C)cc1
  -13% | -0.4% | -55%[20 µM] | 6% | -9% | -107% | -0.7% | x | 0.4%
> COc1ccc(OC)c(C(C)NC(=S)NC2CCCCC2)c1 (configuration not stated)
  -10% | 3.5% | 1% | 20% | 2% | -6% | -0.4% | x | -1.1%
> COC(=O)c1cc2ccccc2c(-c2c(O)ccc3ccccc23)c1O
  12% | 0.1% | -3% | -18% | 1% | 5% | 2.3% | i | -0.5%
> COc1ccc(OC)c(S(=O)(=O)N2c3ccccc3CC2C)c1 (configuration not stated)
  -8% | -3.7% | 26% | -15% | 2% | -20% | -1.3% | i | -0.8%
> COc1ccc(N2CCN(C(=O)c3ccccc3NS(=O)(=O)c3ccc(C)cc3)CC2)cc1
  4% | -3.2% | 4% | 10% | -3% | -7% | -0.5% | x | -1.0%
> COC(=O)c1ccccc1NC(=O)COC(=O)C1CCCCC1
  17% | -3.5% | 3% | 4% | -8% | -1% | -0.7% | i | 0.4%
> CCN(CC(=O)Nc1c(F)cccc1F)C(=O)CNC(=O)c1ccc(C)s1
  15% | -3.5% | 16% | 0% | -3% | -38% | 0.5% | x | 0.8%
